TRHR enhancer: qHTS for Small Molecule Agonists and Allosteric Enhancers of Human TRH Receptor: Primary Screen for Enhancers | hit rate 0.66% among 360,000 | TRHR cells, fluo-8 calcium fluorescence, EC20 TRH enhancement | Thyrotropin-releasing hormone receptor (Homo sapiens), P34981 | enhancement, % at 2 µM; in the data active means enhancement above about 30%; further: 0% is about no effect
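Enhancer read-out: after compound pinning and an initial kinetic agonist-mode read, an EC20 of TRH (10 nM final) was injected and fluo-8 calcium signal (Ex 480/Em 530) followed at 1 s/cycle for 100 cycles in TRHR-expressing cells.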
RXFP1 agonist: qHTS Assay for Agonists of the Relaxin Receptor RXFP1; Relaxin receptor 1 (Homo sapiens), Q9HBX9; HEK293T-RXFP1 cAMP TR-FRET, 30 min; response scale: percent of porcine relaxin response, buffer zero; Potency, µM (series often up to 57.5 µM), for the others: at the top dose activation, hits mostly activators; hit rate 0.3% among 370,000; further: potency means the concentration at half of the fitted maximal effect; on the % scale 0 is the no-effect control and ±100 the full control effect; nearly all actives have a fitted effect of over 60% in size; many of its hits are not listed in these tables
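cAMP rise read by TR-FRET after 30 min, 37C compound exposure (up to 58 uM) in RXFP1-transfected HEK293 cells with Ro 20174 present. EC50 from Hill-equation fits, with 29 nM porcine relaxin as 100% and buffer as basal.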
D2 potentiator: HTS Assay for Positive Allosteric Modulators of the Human D2 Dopamine Receptor: Primary Screen for Potentiators; D(2) dopamine receptor (Homo sapiens), P14416; HEK293 T-REx D2, calcium flux, EC20 dopamine potentiation; potentiation, % at 10 µM; hit rate 0.34% among 340,000; AID 485347, 2010;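 active means potentiation over 3 SD above the plate norm, cut at about 30% in these data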; further: 0% is about no effect
Target sequence (P14416 whole entry, looked up): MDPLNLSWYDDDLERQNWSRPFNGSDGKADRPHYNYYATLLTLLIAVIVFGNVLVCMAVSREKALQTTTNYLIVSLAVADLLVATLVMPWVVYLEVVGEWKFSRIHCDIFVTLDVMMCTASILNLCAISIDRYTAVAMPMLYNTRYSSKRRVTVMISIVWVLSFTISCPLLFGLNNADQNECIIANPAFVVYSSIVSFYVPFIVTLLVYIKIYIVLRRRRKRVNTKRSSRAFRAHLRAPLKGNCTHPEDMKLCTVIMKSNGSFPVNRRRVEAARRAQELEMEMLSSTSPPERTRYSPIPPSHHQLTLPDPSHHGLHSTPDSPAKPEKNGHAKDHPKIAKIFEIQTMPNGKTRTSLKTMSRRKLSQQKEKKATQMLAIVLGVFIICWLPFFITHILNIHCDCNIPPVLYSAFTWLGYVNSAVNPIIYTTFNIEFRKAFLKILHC
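Tetracycline-induced HEK293 T-REx cells force-coupled to calcium signalling expressed D2; compounds were pin-added after a 10 s baseline, read kinetically 180 s, then an EC20 dopamine challenge followed with a further 180 s calcium read.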
Anesthetic bind: qHTS Assay for Identification of Novel General Anesthetics. Ferritin light chain (Equus caballus), P02791. apoferritin/1-aminoanthracene competitive binding, fluorescence. Potency, µM (top dose mostly 77.5 µM), for the others: at the highest dose activity change, negative = displacement, hits mostly inhibitors. hit rate 0.074% among 350,000. AID 485281, 2010; further: potency means the concentration at half of the fitted maximal effect; on the % scale 0 is the no-effect control and ±100 the full control effect; nearly all actives have a fitted effect of over 20% in size
Target sequence (P02791 2-175 limits assumed): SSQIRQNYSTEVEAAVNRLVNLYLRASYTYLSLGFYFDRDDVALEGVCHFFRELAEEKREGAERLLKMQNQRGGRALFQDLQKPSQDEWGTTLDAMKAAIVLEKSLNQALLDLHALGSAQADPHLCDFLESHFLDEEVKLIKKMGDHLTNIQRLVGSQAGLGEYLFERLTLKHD
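Probe: 1-aminoanthracene (50% saturated, PBS). Protein: horse-spleen apoferritin, 10 uM. Incubation: 10 min, room temperature. Detection: 380 nm excitation, 535 nm emission. Analysis: normalized response, four-parameter Hill.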
D1 potentiator: Potentiators of Human D1 Dopamine Receptor: qHTS. HEK293 TREx D1 cells, calcium flux, dopamine EC20 potentiation. potentiation, % at 10 µM. hit rate 0.036% among 360,000. AID 504651, 2011; in the data active means potentiation above about 30%; further: 0% is about no effect
Target sequence (P21728 whole entry, looked up): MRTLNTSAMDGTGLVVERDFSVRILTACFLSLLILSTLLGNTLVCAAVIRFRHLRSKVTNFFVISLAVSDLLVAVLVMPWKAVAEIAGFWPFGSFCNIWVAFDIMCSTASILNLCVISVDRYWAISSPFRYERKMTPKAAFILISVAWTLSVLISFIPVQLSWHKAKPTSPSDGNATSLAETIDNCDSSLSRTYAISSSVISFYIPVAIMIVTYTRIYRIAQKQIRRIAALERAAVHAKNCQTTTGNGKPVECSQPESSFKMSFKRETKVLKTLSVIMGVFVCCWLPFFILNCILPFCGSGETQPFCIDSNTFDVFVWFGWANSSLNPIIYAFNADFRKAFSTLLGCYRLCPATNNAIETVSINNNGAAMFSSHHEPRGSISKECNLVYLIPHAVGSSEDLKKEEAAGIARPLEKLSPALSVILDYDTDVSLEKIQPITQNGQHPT
TRHR ag: qHTS for Small Molecule Agonists and Allosteric Enhancers of Human TRH Receptor: Primary Screen for Agonists; hit rate 0.18% among 360,000; Thyrotropin-releasing hormone receptor (Homo sapiens), P34981; TRHR cells, calcium flux fluo-8, FDSS agonist mode; activation, % at 2 µM; AID 493084, 2011; in the data active means activation above about 30%; further: 0% is about no effect
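In this calcium-flux screen, cells bearing human TRHR are dye-loaded with fluo-8, baselined for 10 cycles, then exposed to library compounds; positive kinetic calcium responses during the agonist phase mark hits, with TRH as control.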
D1 antag: Antagonist of Human D 1 Dopamine Receptor: qHTS. D(1A) dopamine receptor (Homo sapiens), P21728. HEK293 TREx D1 cells, calcium flux, dopamine EC80; active compounds read low. activity change, negative = inhibition, % at 10 µM. hit rate 3.2% among 360,000; in the data active means activity change below about -30%; further: on the % scale 0 is the no-effect control and ±100 the full control effect
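Tetracycline-induced HEK293 Trex D1 cells, force-coupled to calcium, dye-loaded; compounds added and read 180 s, then EC80 dopamine added and calcium flux tracked kinetically another 180 s.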
D1 agonist: Allosteric Agonists of the Human D1 Dopamine Receptor: qHTS | AID 504660, 2011 | hit rate 1% among 360,000 | activation, % at 2 µM | HEK293 T-REx D1 cells, calcium flux, agonist mode; in the data active means activation above about 30%; further: 0% is about no effect
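Agonism was scored from calcium flux recorded over 180 s (1 read/s) after pintool compound addition, following a 10-cycle baseline. Cells were inducible force-coupled HEK293 TREx D1, plated overnight at 30 C and loaded with no-wash calcium dye.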
RXFP1 antagonist: qHTS Assay for Antagonists of the Relaxin Receptor RXFP1. AID 1259400, 2018. activity change, negative = inhibition, % at 57.5 µM. HEK293-RXFP1, relaxin-stimulated cAMP HTRF, 30 min; active compounds read low. hit rate 0.59% among 350,000;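 active means activity change of -60% or lower, but not beyond a set lower limit; inconclusive means change between -60% and -40%, or beyond the set limit; inactive means change above -40%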; further: on the % scale 0 is the no-effect control and ±100 the full control effect
Numbers without * were called inactive; ? = inconclusive; . = no result given; [ ] = remark or other dose. Unless noted, the call rests on the fitted dose curve; in most records, active means well fitted curve in the direction sought with a large enough effect; inconclusive means small, poorly fitted or top-dose-only effect, or another doubt; inactive means no such curve, though single readings can be large; an effect the other way counts as inactive or inconclusive. The list is partial. The share of hits here may be higher or lower than overall.

entry	smiles	TRHR enhancer	RXFP1 agonist	D2 potentiator	Anesthetic bind	D1 potentiator	TRHR ag	D1 antag	D1 agonist	RXFP1 antagonist
1	O=C(C[n+]1cccc2ccccc21)c1ccc(Cl)cc1	-4	2.6%	7	-4%	2	1.4	0	11	4
2	COc1ccc(N2CC(O)=C(c3n(C)c4ccccc4[n+]3C)C2=N)cc1	24	-0.8%	-13	-8%	-2	1.4	-11	0	-1
3	Cc1ccc(OCc2nc3c4c(ncn3n2)-c2ccccc2CC42CCCC2)cc1	3	0.6%	-6	-12%	4	0.8	-10	0	1
4	COc1ccc([N+](=O)[O-])cc1NC(=O)C(C)OC(=O)C1CC(=O)N(Cc2ccco2)C1 (stereo unspecified)	-8	0.2%	-4	.	2	-0.2	-8	2	-13
5	O=C1N=C(N2CCCC2)S/C1=C\c1cn[nH]c1-c1ccccc1	0	-0.2%	0	-4%	2	-0.4	0	1	.
6	COc1ccc(C2Nc3ccccc3C(=O)N2NS(C)(=O)=O)cc1 (stereo unspecified)	2	6.8%	19	73%[activator]	-1	0.2	-6	2	-19
7	COC(=O)c1ccc(-c2nc(-c3ccc(OC)c(OC)c3)no2)cc1	-5	14%	-4	0%	2	0.8	-7	1	-6
8	CS(=O)(=O)N(CC(=O)N1CCN(Cc2ccccc2)CC1)Cc1ccccc1	-2	0.6%	-7	-12%	-9	0.9	7	1	-6
9	COc1ccc(NC(=O)CSCC(=O)Nc2nnc(C3CC3)s2)cc1	-3	0.3%	-5	.	-4	-0.1	4	-2	-9
10	CCOC(=O)CCc1c(C)nc(SCc2ccc(C(=O)O)cc2)c(C#N)c1C	-7	-0.6%	0	2%	-7	0.1	1	3	6
11	COc1cccc(OCc2cc(/C=N/Nc3ccc(C(=O)O)cc3)ccc2OC)c1	0	2.3%	10	-5%	1	-0.2	-25	1	-22
12	C#Cc1ccc([C@@H]2C=C(C(=O)OCC=C)O[C@H](OCCCCO)C2)cc1	4	0.0%	2	-8%	-1	-0.2	17	-1	.
13	O=[N+]([O-])c1cccc(S(=O)(=O)Nc2cccc(-c3ccc(N4CCCC4)nn3)c2)c1	-8	-0.4%	-1	.	-2	0.4	-11	2	-11
14	COc1cc2c(cc1NC(=O)CN(C)Cc1nc3ccccc3c(=O)[nH]1)oc1ccccc12	12	-0.3%	6	-12%	0	-0.2	-1	2	-8
15	O=C(C[n+]1ccc(-c2ccccc2)cc1)Nc1ccc([N+](=O)[O-])cc1	0	0.5%	-19	-2%	3	0.3	8	4	3
16	CCOC(=O)N1CCN(S(=O)(=O)c2c(C)[nH]c(=O)[nH]c2=O)CC1	4	0.1%	-1	28%	-3	1.1	4	3	-7
17	CC(=O)OC1COC(N2CCc3cc(Br)c([N+](=O)[O-])cc32)C(OC(C)=O)C1OC(C)=O (stereo unspecified)	0	2.9%	5	?	1	0.2	-5	-3	1
18	Cc1ccc(Nc2c(F)c(F)c(F)c(F)c2C(=O)O)c(C)c1	-3	1.3%	0	-13%	-5	-2.2	-19	3	-17
19	COc1ccccc1NS(=O)(=O)c1cc(NC(=O)c2ccc3ccccc3n2)ccc1Cl	13	0.2%	-7	-14%	-3	0.1	-5	5	-10
20	COCCN(C(=O)c1ccc(OCC(C)C)cc1)c1c(N)n(Cc2ccccc2)c(=O)[nH]c1=O	8	-2.1%	-3	.	2	0.1	1	2	12

By substructure: those above containing a Cl atom.
entry	smiles	TRHR enhancer	RXFP1 agonist	D2 potentiator	Anesthetic bind	D1 potentiator	TRHR ag	D1 antag	D1 agonist	RXFP1 antagonist
1	O=C(C[n+]1cccc2ccccc21)c1ccc(Cl)cc1	-4	2.6%	7	-4%	2	1.4	0	11	4
19	COc1ccccc1NS(=O)(=O)c1cc(NC(=O)c2ccc3ccccc3n2)ccc1Cl	13	0.2%	-7	-14%	-3	0.1	-5	5	-10

Later entries:
entry	smiles	TRHR enhancer	RXFP1 agonist	D2 potentiator	Anesthetic bind	D1 potentiator	TRHR ag	D1 antag	D1 agonist	RXFP1 antagonist
21	CN1CCN(CC(=O)Nc2ccc([N+](=O)[O-])cc2Br)CC1	-3	0.4%	.	-10%	-3	0.8	.	0	-14
22	COc1ccc2nc(NS(=O)(=O)c3ccc(C)cc3)c(Nc3cc(Cl)ccc3OC)nc2c1	-2	1.5%	-1	1%	-3	11	-5	20	.
23	COCc1cc(C)nc(SCC(=O)Nc2ccc3c(c2)OCO3)c1C#N	-1	0.3%	14	6%	19	-0.2	-23	8	6
24	C=C(C)c1cccc(C(C)(C)NC(=O)NCc2ccc(OC)c(OC)c2)c1	-1	-2.6%	-2	-20%	-3	0.4	-10	3	1
25	CC(C)(C)NC(=O)CN(Cc1cccs1)C(=O)c1csnn1	-18	-0.7%	3	-9%	-5	0.0	0	1	-3
26	C(=C\c1nc(-c2ccccc2)no1)/c1ccccc1	-5	0.3%	3	1%	-2	0.5	8	5	-5
27	Oc1ccccc1/C=N/NC(=S)NC1CC2CC1C1C=CCC21 (stereo unspecified)	5	-0.2%	.	-14%	3	0.1	2	3	-27
28	CCOC(=O)N1CCN(C(=O)CN(c2ccc(OC)c(OC)c2)S(C)(=O)=O)CC1	-2	-3.3%	7	-9%	-5	-0.1	7	4	18
29	COc1ccccc1N1CCN(CC(=O)NCCc2ccc(S(N)(=O)=O)cc2)CC1	0	-2.7%	0	-4%	-1	-0.1	-11	1	-17
30	COc1ccccc1NC(=O)CNC(=O)c1ccccc1C	2	1.9%	15	-19%	0	0.3	-7	6	27
31	CCN(CCCNC(=O)c1cc2c(Cl)nc3ccccc3c2s1)Cc1ccccc1	6	0.7%	-12	-11%	-5	0.7	-5	8	.
32	c1ccc(-c2nnc3n2CCCC3)cc1	12	-1.1%	17	-4%	2	-0.1	0	0	28
33	CN(c1cccc(NC(=O)CCSc2ccccc2)c1)S(C)(=O)=O	-5	0.7%	-5	-8%	1	0.4	3	14	4
34	CCOc1ccc(-c2cnc(NCc3ccc(OC)cc3OC)n2C)cc1	-2	1.2%	-20	?	-3	-0.4	2	-1	.
35	O=C(Nc1cc(Cl)ccc1O)c1cc(-c2ccc3c(c2)OCO3)on1	13	-0.5%	1	2%	0	2.9	-2	1	1
36	O=c1[nH]c2ccc(N=Cc3c(O)ccc4cc(Br)ccc34)cc2[nH]1	2	3.1%	7	1%	-2	4.6	6	10	-8
37	Cn1c(/C(C#N)=C/Nc2ccccn2)nc2ccccc21	-3	7.0%	3	296%[activator]	-7	-0.6	-1	2	-12
38	CCOc1ccc(CNC(=O)C2CCN(S(=O)(=O)c3ccc4c(c3)CCCC(=O)N4)CC2)cc1	-4	0.2%	20	-17%	-1	-0.4	0	1	-16
39	O=C(N/N=C/c1cccc(O)c1)c1cc(C2CC2)nc2ccccc12	8	1.7%	6	-10%	-5	-0.3	0	3	18
40	COc1ccc(-c2cc(C(=O)N3CC(C)CC(C)C3)c3ccccc3n2)cc1 (stereo unspecified)	-5	5.3%	23	.	-4	-0.9	7	6	-5
41	Cc1c(C(=O)NCc2ccc(Cl)cc2)sc2nc3n(c(=O)c12)CCCCC3	-4	0.1%	-3	203%[activator]	-2	0.7	-5	2	-2
42	CCSc1nnc(NC(=O)C2CC2c2ccccc2)s1 (stereo unspecified)	-1	-0.9%	5	4%	-2	1.0	5	9	-1
43	COc1cc(OC)c2c(C)c(Cl)c(=O)oc2c1	-3	13%	-10	-3%	-10	-0.4	-36*	-1	-3
44	CC(C)N(Cc1ccccc1)C(=O)C1CCCN(c2ncnc3c2nc2n3CCCCC2)C1 (stereo unspecified)	3	5.6%	-9	-15%	3	0.5	18	0	0
45	Cc1nc2sc(C(c3ccc(Cl)cc3)N3CCN(CCO)CC3)c(O)n2n1 (stereo unspecified)	-1	0.5%	0	2%	-5	-0.7	1	1	2
46	CCCN(CC(=O)Nc1ccccc1C)C(=O)C1CC(=O)N(c2ccc(C)cc2)C1 (stereo unspecified)	9	1.7%	-3	.	4	0.2	-5	1	17
47	CC(CN1CCN(C)CC1)OC(=O)c1ccc(Cl)cc1 (stereo unspecified)	5	-0.1%	1	-6%	-3	0.0	-6	1	-1
48	CCn1c(=O)cc(SCC(=O)N2CCN(Cc3ccc4c(c3)OCO4)CC2)c2ccccc21	-6	-0.8%	6	-23%	-4	0.1	6	1	-4
49	O=C1C(=O)N(Cc2ccco2)C(c2cccc(Cl)c2)/C1=C(\O)c1ccc2c(c1)OCCO2 (stereo unspecified)	2	17%	3	6%	0	0.2	-53*	2	24
50	CN(C)c1ccc(/C=N/c2cc(-c3ccccc3)nn2-c2ccccc2)cc1	-6	-3.1%	-7	-8%	2	0.2	-6	0	-3
51	Cc1ccc2cc(C#N)c(NCCNC(=S)NCCCN3CCOCC3)nc2c1	-2	1.1%	0	-6%	-3	0.5	-6	22	-16
52	CC(=O)N1c2ccccc2NC(=O)C1(C)C	5	-2.6%	24	0%	-1	-0.2	-8	2	-6
53	Cc1cc(C#N)c2ccccc2n1	-2	2.9%	-2	-8%	-4	1.1	-8	7	4
54	COc1cccc(NC(=S)N2CCn3cccc3C2c2cccnc2)c1 (stereo unspecified)	12	-1.5%	17	-15%	-4	-2.3	12	21	-8
55	CC(=O)Nc1ccc(Sc2ccccc2C(=O)Nc2ccc(F)cc2)cn1	1	0.9%	7	-5%	2	4.1	-8	46*	-4
56	CCOc1ccccc1OC(=O)c1cc2ccccc2oc1=O	-1	-3.3%	3	-24%	1	1.1	10	0	1
57	Cc1c([N+](=O)[O-])cc(C(=O)Oc2cccc(C(=S)N3CCOCC3)c2)cc1[N+](=O)[O-]	-13	6.8%	1	?	3	-0.3	-12	-1	-5
58	CCOc1ccccc1N1C(=O)CC(Sc2n[nH]c(-c3ccccc3)n2)C1=O (stereo unspecified)	-7	5.1%	-4	-6%	-5	0.0	5	1	-2

Screening results deposited in PubChem BioAssay by National Center for Advancing Translational Sciences (NCATS).
